Screening results as filed in PubChem BioAssay.
ERp5 block: inhibitors of ERp5-driven insulin aggregation, primary screen, biochemical, turbidity, absorbance 650 nm, single point; Protein disulfide-isomerase A6 (Homo sapiens), Q15084; 90 min; inhibition, % at 9.99 µM; 0.05% of 350,000 active; AID 651711, 2012;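 active means mean replicate inhibition above about 25%, with every replicate also reaching it, limit read from the data, passing the limit was not always enough; inconclusive means only one of those two criteria met; inactive means neither criterion met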
S100A4 inh HTS: inhibitors of S100A4-myosin IIA peptide binding, primary screen, biochemical, fluorescence polarization, TAMRA-MyoIIA peptide; 0.14% of 360,000 active; inhibition, % at 10.7 µM; Protein S100-A4 (Homo sapiens), P26447; AID 652163, 2013;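 active means mean inhibition of at least 70% across replicates, with every replicate also reaching that level; inconclusive means mean inhibition reaches 70% but some replicates fall short; inactive means mean inhibition below 70%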
Target sequence (P26447 whole entry, looked up): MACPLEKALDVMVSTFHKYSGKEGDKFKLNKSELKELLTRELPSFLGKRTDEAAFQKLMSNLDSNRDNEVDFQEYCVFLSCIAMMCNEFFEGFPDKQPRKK
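Test system: S100A4 monomer protein; Medium: HEPES pH 7.2 with CaCl2, KCl, NaCl, DTT, Triton; Probe or stimulus: TAMRA-labelled myosin IIA heavy-chain peptide probe, 5 nM; Doses: one dose per compound; Times: polarization read 5 min after assay mix addition, stable 5–60 min; Benchmarks: neutral control DMSO, positive control TFP.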
E-sel inducer: E-selectin induction in HUVECs, primary screen, imaging, HUVEC, immunofluorescence imaging, single point; activation, % at 7.58 µM; 0.37% of 260,000 active; normalized: neutral wells 0, TNF-alpha wells 100; AID 686992, 2013;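 active means mean E-selectin-positive cell signal at least 10% of the positive control, reached in at least 60% of replicates, without over 20% cell loss; inconclusive means no rule given, readout overlaps actives, possibly toxicity-flagged; inactive means the rest, including those meeting only one limit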;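 further: in these data hits start at about 27%; measured in HUVEC primary endothelial cells; signal is the percent of cells scored E-selectin positive by PE staining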
Target sequence (P16581 whole entry, looked up): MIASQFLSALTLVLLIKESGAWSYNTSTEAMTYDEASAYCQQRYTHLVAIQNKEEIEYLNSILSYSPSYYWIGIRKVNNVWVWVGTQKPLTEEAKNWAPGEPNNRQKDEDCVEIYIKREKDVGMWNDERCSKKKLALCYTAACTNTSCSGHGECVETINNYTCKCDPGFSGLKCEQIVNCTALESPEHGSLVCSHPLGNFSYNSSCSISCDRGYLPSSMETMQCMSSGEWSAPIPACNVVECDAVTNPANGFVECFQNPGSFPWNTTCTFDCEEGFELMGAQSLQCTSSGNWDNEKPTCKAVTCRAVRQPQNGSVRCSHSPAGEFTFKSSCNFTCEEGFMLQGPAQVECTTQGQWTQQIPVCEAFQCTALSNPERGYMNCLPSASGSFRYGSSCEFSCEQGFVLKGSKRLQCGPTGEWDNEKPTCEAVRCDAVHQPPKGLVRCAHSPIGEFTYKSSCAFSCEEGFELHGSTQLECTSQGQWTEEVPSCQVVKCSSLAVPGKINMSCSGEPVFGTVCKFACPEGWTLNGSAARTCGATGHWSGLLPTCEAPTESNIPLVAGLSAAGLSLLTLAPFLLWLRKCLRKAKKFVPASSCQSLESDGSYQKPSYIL
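Material: HUVEC primary endothelial cells; Amount: 3,000 cells per well; Dosing: single concentration; Medium: EGM-2 growth medium on 0.1% gelatin-coated wells; Read-out basis: percent E-selectin-positive cells; Signal: immunofluorescence imaging; Control set: TNF-alpha, DMSO.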
Statin myotox sup: suppressors of statin myotoxicity in C2C12 myotubes, primary screen, cell-based, single point, plate reader | rescue of ATP level, % at 7.49 µM | C2C12 myotubes + simvastatin, ATP luminescence, 48 h; scaled: DMSO 0, geranylgeraniol control 100 | 0.78% of 330,000 active;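 active means mean ATP rescue above about 67%, or every replicate alone reaching that limit, limit read from the data, passing the limit was not always enough; inconclusive means no clear call, values can overlap the other calls; inactive means mean under the limit and some replicate under it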;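 further: myotubes were challenged with 10 µM simvastatin during compound exposure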
SIRT5 block: SIRT5 desuccinylase inhibitors, primary screen, biochemical, fluorescence imaging, single point, set 5; NAD-dependent protein deacylase sirtuin-5, mitochondrial (Homo sapiens), Q9NXA8; Purified SirT5, succinyl-peptide AMC, trypsin-coupled fluorescence; inhibition, % at 15 µM; 1.1% of 330,000 active; AID 652115, 2013; in the data active means inhibition above about 15%; inconclusive means no clear call, values can overlap the other calls
Target sequence (Q9NXA8 whole entry, looked up): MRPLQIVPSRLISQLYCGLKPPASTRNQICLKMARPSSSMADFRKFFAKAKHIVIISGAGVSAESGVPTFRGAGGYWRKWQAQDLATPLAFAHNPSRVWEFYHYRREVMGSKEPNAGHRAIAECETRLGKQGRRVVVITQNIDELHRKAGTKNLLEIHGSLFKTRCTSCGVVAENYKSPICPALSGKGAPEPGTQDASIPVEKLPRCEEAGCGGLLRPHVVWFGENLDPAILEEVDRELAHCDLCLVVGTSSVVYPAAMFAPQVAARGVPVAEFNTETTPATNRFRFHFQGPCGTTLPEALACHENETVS
DENV2 CPE rescue: inhibitors of DENV2 cytopathic effect, primary screen, cell-based, plate reader, single concentration; DENV2-infected cells, cytopathic effect rescue; CPE inhibition, % at 9.99 µM; 1.7% of 350,000 active; in the data active means CPE inhibition above about 20%, passing the limit was not always enough; inconclusive means no clear call, values can overlap the other calls; tested in BHK-21 cells;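 further: 0% = median of neutral control wells and 100% = median of positive control wells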
PglD DTNB: C. jejuni PglD acetyltransferase inhibitors, primary screen, biochemical, DTNB colorimetric, single point | UDP-N-acetylbacillosamine N-acetyltransferase PglD (Campylobacter jejuni) | purified PglD enzyme, DTNB colorimetric CoA detection | inhibition, % at 12.5 µM | 0.098% of 360,000 active | AID 602405, 2012; in the data active means inhibition above about 16%, passing the limit was not always enough; inconclusive means no clear call, values can overlap the other calls; further: strong numbers were not always called active
Numbers without * were called inactive; ? = inconclusive; . = no result given; & = joins results of further samples; ! = not active in a repeat.

SMILES	ERp5 block	S100A4 inh HTS	E-sel inducer	Statin myotox sup	SIRT5 block	DENV2 CPE rescue	PglD DTNB
CCC(=O)N(C)C[C@H]1Oc2cc(-c3ccc(C)cc3)ccc2S(=O)(=O)N([C@@H](C)CO)C[C@@H]1C	.	5	0.2	15	2	-5	-5
COc1ccc(-c2noc(CCCC(=O)N3CCN(c4cc(C)ccc4C)CC3)n2)cc1	7	-2	-0.1	3	-3	2	1
O=C(NCCc1cccnc1)c1cc(COc2ccc(F)cc2Cl)on1	-1	-1	0.3	-1	1	-4	-1
CCCCN(C)CCC(=O)Nc1ccc(C)cc1	-5	-1	-0.8	.	-4	-4	.
O=C(Cc1ccccc1)Nc1ccc(S(=O)(=O)N2CCOCC2)cc1	0	-5	0.1	-4	1	5	.
C[C@@H]1CCCCO[C@H](CN(C)C(=O)Nc2cccc3ccccc23)[C@@H](C)CN([C@H](C)CO)C(=O)c2cc(N(C)C)ccc2O1	-2&0&-2	-6&-29&2	-0.1&-0.2	2&-27	27*!	-9&8&0	-1&5&-5
O=C(Cc1csc(NC(=O)Nc2ccc(Cl)cc2)n1)NCc1ccccn1	4	-4	2.3	8	-3	4	0
NC(=O)c1cccc(-c2cccc(OC(=O)NC3CCCCC3)c2)c1	1	1	.	-6	-1	8	-2
O=C(C[C@@H]1C[C@@H]2c3cc(NS(=O)(=O)c4ccc(F)cc4)ccc3O[C@@H]2[C@@H](CO)O1)N1CCc2ccccc2C1	-2	-4	0.5	6	11	-6	-1
COc1ccc(C(C)=O)cc1COC(=O)c1ccc(OCc2c(C)noc2C)cc1	-12	3	.	-14	0	.	1
Cc1noc(C)c1NC(=O)N[C@H]1CC[C@@H](CC(=O)NCCCN(C)C)O[C@H]1CO	0	-3	-0.2	0	16*	2	-44
Cc1ccc(/C=C/C(=O)c2ccc(O)cc2)cc1	-5	-2	-5.2	.	-2	.	.
CCC(=O)N(C)C[C@@H]1Oc2cc(-c3cccc(C#N)c3)ccc2S(=O)(=O)N([C@H](C)CO)C[C@H]1C	0	0	1.8	.	-6	-8	-2
CC(C)(C)c1cc(C(=O)NNC(=O)Nc2ccccc2)n(Cc2ccccc2)n1	-5	3	.	6	-4	1	.
CCCCN(C(=O)c1cccc2c(=O)c(C)c(-c3ccccc3)oc12)c1ccccc1	-1	4	0.7	.	-2	3	.
COc1ccc(CN(C(C)=O)c2cc(C)c([N+](=O)[O-])cc2OC)cc1OC	1	2	.	17	1	1	-1
NC(=NCc1ccc2c(c1)OCO2)NC(=O)c1ccccc1	1	0	3.5	.	-3	-1	.
O=C(NCc1ccccc1)c1cccc(COc2cc(Cl)ccc2Cl)c1	4	3	-0.1	-2	-3	5	4
C[C@H]1CN([C@@H](C)CO)S(=O)(=O)c2ccc(-c3ccc(F)cc3)cc2O[C@H]1CN(C)C(=O)C1CCCCC1	2	0	0.5	-32	9	-1	-4
CCN1[C@@H]2c3ccc(C4=CCCC4)c(=O)n3C[C@H]1[C@H](CO)[C@H]2C(=O)N[C@@H](C)c1ccccc1	?	3	-0.3	-12	-9	-7	4
CCOc1ccc(NC(=O)CSc2nncn2C)cc1	1	3	0.0	10	3	2	5
COc1ccccc1CN1CCN(Cc2nc(-c3ccccc3)no2)CC1	2	-3	2.9	.	-3	0	.
CCCOc1ccc(C(F)(F)F)cc1NS(=O)(=O)c1ccc(Cl)nc1	6	-2	-0.1	0	-3	-4	-2
S=C(NCCCN1CCOCC1)Nc1ccc(Cl)cc1Cl	-4	-4	-0.4	.	-4	2	.
O=C(c1ccccn1)N1CC2(C1)[C@H](c1ccccc1)[C@@H](CO)N2C(=O)C1CC1	-3	2	-0.1	.	1	-10	.

Sorted by formula weight (ascending): 10 of the compounds above
SMILES	ERp5 block	S100A4 inh HTS	E-sel inducer	Statin myotox sup	SIRT5 block	DENV2 CPE rescue	PglD DTNB
O=C(Cc1ccccc1)Nc1ccc(S(=O)(=O)N2CCOCC2)cc1	0	-5	0.1	-4	1	5	.
COc1ccccc1CN1CCN(Cc2nc(-c3ccccc3)no2)CC1	2	-3	2.9	.	-3	0	.
COc1ccc(CN(C(C)=O)c2cc(C)c([N+](=O)[O-])cc2OC)cc1OC	1	2	.	17	1	1	-1
O=C(NCCc1cccnc1)c1cc(COc2ccc(F)cc2Cl)on1	-1	-1	0.3	-1	1	-4	-1
O=C(NCc1ccccc1)c1cccc(COc2cc(Cl)ccc2Cl)c1	4	3	-0.1	-2	-3	5	4
CCCOc1ccc(C(F)(F)F)cc1NS(=O)(=O)c1ccc(Cl)nc1	6	-2	-0.1	0	-3	-4	-2
O=C(Cc1csc(NC(=O)Nc2ccc(Cl)cc2)n1)NCc1ccccn1	4	-4	2.3	8	-3	4	0
COc1ccc(C(C)=O)cc1COC(=O)c1ccc(OCc2c(C)noc2C)cc1	-12	3	.	-14	0	.	1
COc1ccc(-c2noc(CCCC(=O)N3CCN(c4cc(C)ccc4C)CC3)n2)cc1	7	-2	-0.1	3	-3	2	1
C[C@@H]1CCCCO[C@H](CN(C)C(=O)Nc2cccc3ccccc23)[C@@H](C)CN([C@H](C)CO)C(=O)c2cc(N(C)C)ccc2O1	-2&0&-2	-6&-29&2	-0.1&-0.2	2&-27	27*!	-9&8&0	-1&5&-5

(next part)
SMILES	ERp5 block	S100A4 inh HTS	E-sel inducer	Statin myotox sup	SIRT5 block	DENV2 CPE rescue	PglD DTNB
Cc1ccccc1NC(=O)Cc1nc(COC(=O)c2ccc(NC(N)=O)cc2)cs1	0	8	1.5	-1	-2	-2	4
Cc1ccc2c(c1)sc1nncn12	-4	2	0.7	3	5	-4	0
CC(C)COc1ccc(C(=O)N2C(=O)c3ccc(N)cc3C2=O)cc1	2	-18	0.0	-16	-3	1	4
CN(C)c1ccc(C=c2c3ccccc3n3c2cc(-c2ccccc2)[n+]3C)cc1	-5	34	140*	.	.	-1	.
COc1ccc(OCC(=O)Nc2ccc(C(=O)Nc3ccccc3C(=O)O)cc2)cc1	4	-2	.	2	23*	4	0
COC(=O)[C@@]1(Cc2ccc(F)cc2)[C@H]2c3cc(C(=O)N(C)C)n(Cc4ccc(C)o4)c3C[C@H]2CN1C(=O)c1ccccc1	-5	-3	86*	.	.	2	.
CCCCN(C)C1CCN(C(=S)Nc2ccc(OC)cc2)CC1	5	1	2.2	.	-2	-3	.
CC1(C)OC(=O)C=C[C@]2(C)[C@H]3CC[C@@]4(C)[C@H](c5ccoc5)OC(=O)[C@H]5O[C@]54[C@]3(C)C(=O)C[C@@H]12	6	1	-0.6	3	.	.	0
O=C(CSc1nc2ncccc2[nH]1)c1ccc2c(c1)OCO2	1	-1	.	-1	-1	0	-1
CCOP(=O)(Cc1ccc(C(C)(C)CC(C)=O)o1)OCC	-12	-1	.	-1	5	-5	-2
CCOCCCNC(=O)C(NC(=O)Cc1c[nH]c2ccccc12)c1ccc(OC)cc1 (stereo not given)	2	-3	.	.	3	0	.
O=C(CCSCCC(=O)NN=Cc1ccccc1O)NN=Cc1ccccc1O	2	1	0.0	0	-6	-1	.
CO[C@H]1CN(C)C(=O)c2cc(NC(=O)c3ccccc3)ccc2OC[C@@H](C)N(C(C)=O)C[C@H]1C	-1	-6	1.5	3	3	2	-1
CCCNC(=O)N1C[C@@H]2N[C@H](C1)C2c1ccc(-c2ccc(F)cc2)cc1 (stereo not given in full)	-3&-2	8&0	0.2&0.0	.	-2&-2	?	.
O=c1[nH]c(=S)[nH]c2c1C(c1ccc(Cl)cc1)OC(C1CCCCC1)C2 (stereo not given)	-6	-3	-2.1	4	-2	6	1
CCc1nonc1NC(=O)COc1cc(C)c(Cl)c(C)c1	-5	-6	.	1	-4	2	0
Cc1cccc(-n2c(C)cc(C(=O)NC3CCCCC3)c2C)c1	1	5	3.3	-3	-5	1	-1
O=C1CCCCC1Nc1ccc([N+](=O)[O-])cc1 (stereo not given)	-8	6	-0.2	.	2	-2	.
COc1ccccc1C(CNc1ccc(S(=O)(=O)N2CCCC2)cc1[N+](=O)[O-])N(C)C (stereo not given)	-9	-3	0.0	-3	0	-6	-6
CCCCn1c(CNC(=O)CC)nc2ccccc21	2	-2	.	1	6	-3	-3
COCCN(Cc1ccccc1)C(=O)C1CCN(S(=O)(=O)c2ccc3c(c2)OCCO3)CC1	-4	0	0.1	9	0	0	-6
CCc1nnc2c(N(C)S(=O)(=O)c3ccc(C)cc3)nc3ccccc3n12	-1	-3	0.8	.	0	?	.
C[C@@H]1CCCCO[C@@H](CN(C)Cc2ccc(C(=O)O)cc2)[C@@H](C)CN([C@H](C)CO)C(=O)c2cc(NC(=O)CCCN(C)C)ccc2O1	-3	16	0.0	.	0	-4	1
O=C(Nc1ccc(F)cc1F)c1cc2ccccc2oc1=O	4	-9	.	-3	-3	3	3
C=C1CCN([C@@H](CC(C)C)C(=O)NCc2ccc(Cl)c(Cl)c2)S(=O)(=O)c2ccccc21	-1	2	0.1	-11	-3	-13	-1
Other entries:
SMILES	ERp5 block	S100A4 inh HTS	E-sel inducer	Statin myotox sup	SIRT5 block	DENV2 CPE rescue	PglD DTNB
COC(=O)c1cc(S(=O)(=O)N2CCC(C(N)=O)CC2)oc1C	0	-3	0.1	20	3	-3	3
COc1ccc([N+](=O)[O-])cc1N(CC(O)CN1CCCC1)S(=O)(=O)c1ccc(C)cc1 (stereo not given)	0	-5	-0.8	0	-2	7	2
COc1ccc(NC(=O)Nc2ccc3c(c2)C(=O)N([C@@H](C)CO)C[C@H](C)[C@@H](CN(C)Cc2ccccc2)O3)cc1	1	5	-0.3	-6	4	5	-3
C[C@H]1CN([C@@H](C)CO)C(=O)c2ccccc2-c2ccccc2CO[C@H]1CN(C)C(=O)c1ccncc1	2	2	-0.5	.	-1	8	1
COc1ccc(S(=O)(=O)NCC2CCCN(C(=O)CCC(F)(F)F)C2)cc1 (stereo not given)	0	-2	0.0	-4	-2	4	-3
CC1CCCCC1NC(=O)Cn1nc(-c2ccccc2)ccc1=O (stereo not given)	2	7	.	1	0	2	.
N#Cc1cccc(-c2ccc3c(c2)[C@H]2[C@H](CCN2C(=O)c2ccccc2F)[C@H](CO)N3)c1	.	.	0.2	-12	.	.	-2
COc1ccc(/C=C/C(=O)NC(=S)Nc2ccc(S(N)(=O)=O)cc2)cc1	-5	-3	.	-11	-1	5	4
CCOC(=O)C1(C)CCCN1C(=O)c1ccc(F)c(Cl)c1 (stereo not given)	4	-1	1.3	7	.	-1	1
O=C(Nc1ccccc1)Nc1ccc(Br)cc1F	3	0	.	.	-2	.	-1
CCCC1CCc2[nH]nc(C(=O)NN)c2C1 (stereo not given)	-5	-2	-0.2	2	.	6	-3
CN(Cc1ccccc1)C(=O)c1ccccc1C(=O)O	-2	-3	.	3	2	3	-2
C[C@@H]1CCCCO[C@@H](CN(C)S(=O)(=O)c2ccc(Cl)cc2)[C@H](C)CN([C@@H](C)CO)C(=O)c2cc(NC(=O)c3ccccc3)ccc2O1	6	4	1.9	.	0	3	0
CC1CCN(CCCCOc2ccccc2-c2ccccc2)CC1	-2	-6	.	-14	-3	-2	1
CCOc1cccc2cc(C(=O)NC(C)c3ccccc3)c(=N)oc12 (stereo not given)	5	15	-0.1	8	-1	?	6

Not all compounds are listed (hit frequency here may not be typical).
